# L3MBTL1 inh = L3MBTL1 (human) inhibition. Potency, µM (doses to about 57.1 µM), without a hit: at the top dose activity, negative = inhibition, actives largely listed as inhibitors. 230,000 tested, 0.66% active. AID 485360. AlphaScreen L3MBTL1–H3K9me1 peptide binding; also: % is scaled to controls: 0 for no effect and ±100 for the full control effect; nearly all actives have a fitted effect of over 60% in size
#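 L3MBTL1 50 nM + b-AHA-H3(1-15)K9me1 75 nM, 30 min RT; compound added, 30 min RT; streptavidin donor/Ni-chelate acceptor beads 10 ug/mL each final, 30 min RT dark; AlphaScreen read.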
# TexasRed fluor = counter-screen for TRb-SRC2 inhibitors: fluorescence interference. Potency, µM (titrated, usually from 106 µM), for the others: at the highest dose fluorescence change, negative = quenching. 280,000 tested, 0.29% active. TRb/SRC2 Texas Red total fluorescence interference; active = well fitted curve in either direction with a large enough effect; inconclusive = small, poorly fitted or top-dose-only effect; also: % is scaled to controls: 0 for no effect and ±100 for the full control effect
#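 Flags fluorescent or light-absorbing compounds by total fluorescence, S + 2P, at 555 nm excitation and 632 nm emission. Mixture: 20 nM Texas Red SRC2 peptide, 0.6 uM human TRb LBD, 1 uM T3, 5% DMSO; compound exposure 5 h at ambient temperature.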
# Tau FP inhib = tau fibrillization inhibition (FP). P10636. K18 P301L tau heparin fibrillization, Alexa594 FP, 6 h. Potency, µM (highest dose often 57.7 µM), for the others: top-dose activity, negative = inhibition, usual class: inhibitors. 280,000 tested, 0.39% active; also: % is scaled to controls: 0 for no effect and ±100 for the full control effect; nearly all actives have a fitted effect of over 55% in size
#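 Compound effects on tau fibrillization are measured by Alexa 594 fluorescence polarization (ex 555, em 632 nm). K18 P301L tau is used at 15 uM with 0.24 uM labeled tracer, and 20 uM heparin induces aggregation over 6 hr at 37 C.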
# Tau fluor cs = counter-screen for tau fibril formation inhibitors | tau K18 P301L Alexa594 fluorescence, heparin fibrillization | Potency, µM (top dose mostly 57.7 µM), without a hit: at the highest dose activity change, negative = decrease | 280,000 tested, 0.93% active; also: % is scaled to controls: 0 for no effect and ±100 for the full control effect; nearly all actives have a fitted effect of over 55% in size
#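 Human tau K18 P301L (15 uM unlabeled, 0.24 uM Alexa 594-labeled) in 100 mM sodium acetate pH 7 with 20 uM heparin, 6 hr at 37 C. ThT 30 uM added, 1 hr ambient; Alexa 594 FP and total fluorescence read at 555/632 nm.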
# TRb SRC2 PPI = inhibitors of human thyroid hormone receptor beta-SRC2 interaction; P10828; TRbeta-SRC2 peptide binding, fluorescence polarization; receptor liganded with 1 µM T3; Potency, µM (doses to about 106 µM), without a hit: at the highest dose activity change, negative = inhibition, most hits filed as inhibitors; 280,000 tested, 0.065% active;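 also: plate controls were bound peptide for no effect and peptide without receptor for full effect; nearly all actives have a fitted effect of over 50% in size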
# Target sequence (P10828 whole entry, looked up): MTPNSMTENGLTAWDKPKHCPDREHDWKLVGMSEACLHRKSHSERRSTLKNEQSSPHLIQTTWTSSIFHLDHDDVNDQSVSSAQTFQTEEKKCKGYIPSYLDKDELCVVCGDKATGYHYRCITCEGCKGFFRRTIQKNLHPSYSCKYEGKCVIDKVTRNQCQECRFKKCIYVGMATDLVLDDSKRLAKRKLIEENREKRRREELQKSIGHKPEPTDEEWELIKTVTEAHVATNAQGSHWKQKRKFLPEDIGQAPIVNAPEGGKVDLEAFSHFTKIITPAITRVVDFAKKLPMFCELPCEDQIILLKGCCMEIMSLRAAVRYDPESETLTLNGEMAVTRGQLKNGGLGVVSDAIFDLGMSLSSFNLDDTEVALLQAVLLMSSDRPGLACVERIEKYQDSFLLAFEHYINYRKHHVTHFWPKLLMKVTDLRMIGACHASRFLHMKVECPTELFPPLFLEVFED
#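 A fluorescence polarization screen tested compounds at multiple concentrations against complex formation between 0.6 uM TRb ligand-binding domain and 20 nM Texas Red SRC2 peptide, with 1 uM T3 present; readout after 5 hr.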
# Tau ThT inhib = blocks human tau fibril formation measured by thioflavin T. recombinant tau K18 P301L, heparin-induced fibrillization, ThT fluorescence. Potency, µM (series often up to 57.4 µM), for inactives: top-dose activity, negative = inhibition, hits mostly inhibitors. 270,000 tested, 2.1% active; also: % is scaled to controls: 0 for no effect and ±100 for the full control effect; nearly all actives have a fitted effect of over 55% in size
#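 Using a mix of unlabeled (15 uM) and Alexa 594-labeled (0.24 uM) tau K18 P301L, heparin-triggered fibrillization over 6 hr at 37 C was scored by ThT fluorescence.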
# RECQ1 inh = inhibitors of human RECQ1 DNA helicase. AID 2549. 240,000 tested, 0.54% active. Potency, µM (doses to about 57.3 µM), for inactives: at the top dose activity, negative = inhibition, usual class: inhibitors. P46063. RECQ1 DNA unwinding, red fluorescence kinetic read;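 also: plate controls were vehicle for no effect and no enzyme for full effect; nearly all actives have a fitted effect of over 30% in size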
# Target sequence (P46063 whole entry, looked up): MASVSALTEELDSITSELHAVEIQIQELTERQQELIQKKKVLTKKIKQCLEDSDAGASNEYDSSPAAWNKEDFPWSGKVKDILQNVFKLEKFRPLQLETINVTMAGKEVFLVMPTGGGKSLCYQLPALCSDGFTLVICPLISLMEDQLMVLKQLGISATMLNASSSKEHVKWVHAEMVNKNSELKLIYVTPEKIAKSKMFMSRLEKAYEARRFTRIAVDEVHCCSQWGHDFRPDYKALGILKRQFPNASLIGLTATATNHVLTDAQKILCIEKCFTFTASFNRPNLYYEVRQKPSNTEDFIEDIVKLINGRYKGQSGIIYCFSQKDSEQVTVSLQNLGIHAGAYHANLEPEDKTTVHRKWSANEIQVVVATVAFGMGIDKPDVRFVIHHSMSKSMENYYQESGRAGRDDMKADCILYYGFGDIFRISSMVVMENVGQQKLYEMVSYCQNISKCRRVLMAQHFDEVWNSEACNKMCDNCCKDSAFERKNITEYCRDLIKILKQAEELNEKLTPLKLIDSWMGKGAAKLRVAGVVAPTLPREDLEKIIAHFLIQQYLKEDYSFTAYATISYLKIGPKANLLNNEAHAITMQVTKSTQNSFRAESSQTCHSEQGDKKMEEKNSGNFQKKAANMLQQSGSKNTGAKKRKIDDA
#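 50 nM RECQ1T1 preincubated 15 min with compound in Tris pH 8.0 buffer with MgCl2, DTT, Tween-20 and 2.5 ug/ml poly(dI-dC); started with 200 nM TAMRA/BHQ-2 forked duplex and 2 mM ATP. Unwinding read as fluorescence (525/598 nm), two reads 2 h apart.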
# HTT ATP protect = protects HTT-Q103 PC12 cells, measured by ATP; AID 1471; 230,000 tested, 0.14% active; PC12 HTT-Q103 induced, cytoprotection, ATP luminescence, 40 h; Potency, µM (doses to about 56.4 µM), without a hit: cytoprotection (ATP increase), actives largely listed as activators;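 also: % of control where 0% means no effect; nearly all actives have a fitted effect of over 45% in size; toxic huntingtin expression switched on by the ecdysone agonist tebufenozide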
#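 Huntington model: PC12 line, ecdysone-inducible HTTQ103 exon1–GFP, tebufenozide 100 nM. Test articles in a dose series. Endpoint luminescence from cellular ATP.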
# * = called active by the depositor; i = inactive; u = inconclusive; x = not tested or not shown; [ ] = remark or other dose. Unless noted, calls follow the shape of the dose curve; as a rule, active = well fitted curve in the direction sought with a large enough effect; inconclusive = small, poorly fitted or top-dose-only effect, or another doubt; inactive = no such curve, though single readings can be large; an effect the other way counts as inactive or inconclusive. Potency is read from the fitted curve at half-maximal effect.
compound	L3MBTL1 inh	TexasRed fluor	Tau FP inhib	Tau fluor cs	TRb SRC2 PPI	Tau ThT inhib	RECQ1 inh	HTT ATP protect
COc1ccc(CCNC(=O)Cn2c(=O)oc3ccccc32)cc1OC	3.2%	2.5%	-1.8%	1.3%	-0.4%	-4.9%	i	-8.8%
C=CCOc1c(Cl)cc(CNc2ccc(N(C)C)cc2)cc1OC	12.6µM*	-1.8%	0.0%	0.8%	9.2%	9.9%	3.1%	u
COc1ccc(C2=NN(CC(=O)NCc3ccco3)C(=O)CC2)cc1	-5.1%	-20.2%	-15.1%	-4.5%	3.7%	u	-5.0%	-16.3%[10 µM]
CC(=O)c1c(N2CCN(c3ccccc3)CC2)nc(=S)n(-c2ccccc2)c1C	-4.4%	1.9%	9.7%	-10.3%	5.3%	-13.0%	-3.2%	-0.1%
COc1ccc(C2OC34CCCCC3C(C#N)(C#N)C2(C#N)C(=N)O4)cc1 (centres undefined)	-1.9%	5.0%	-3.7%	-15.6%	-20.2%	u	0.0%	9.7%
CC1=NN(c2ccccc2)C(=O)/C1=C\C=C1/N(C)c2ccccc2C1(C)C	u	-1.3%	u	u	-1.7%	2.24µM*	-8.6%	-11.3%[10 µM]
COc1ccc2c(c1)c1c(c(=O)n(Cc3ccccc3)c(=O)n1CC(=O)Nc1ccccc1F)n2C	x	0.3%	2.1%	-8.4%	1.6%	-0.4%	x	x
CCn1cnc2cc(NS(=O)(=O)c3ccc(C)cc3)ccc21	x	-1.0%	0.5%	-5.8%	16.8%	3.1%	-0.9%	0.1%
c1ccc(-c2ccccc2OCCCCN2CCCCC2)cc1	-8.9%	-1.3%	5.5%	-1.2%	-4.0%	-4.8%	-1.9%	-10.8%[10 µM]
COc1ccc(C(CNC(=O)Cc2c(F)cccc2Cl)N2CCCCC2)cc1 (centres undefined)	x	-0.8%	8.3%	-2.8%	0.0%	-0.5%	i	-23.3%
CCN(CC)C(=O)C1=C(C)NC(=S)NC1c1cccs1 (centres undefined)	9.9%	-0.7%	-1.9%	-3.7%	-3.0%	-0.3%	0.2%	x
Cc1cc(C)cc(NC(=O)C(OC(=O)C2=COCCO2)c2ccccc2)c1 (centres undefined)	-14.8%	-5.7%	4.1%	2.4%	10.6%	5.7%	-4.0%	10.3%[10 µM]
CCOC(=O)C1=C(CNCc2ccc(F)cc2)NC(=O)NC1c1cccc([N+](=O)[O-])c1 (centres undefined)	-3.3%	-2.7%	8.4%	-15.7%	-10.7%	-12.5%	1.4%	x
NC(=O)N/N=C/c1ccc(N2CCOCC2)s1	-2.5%	-2.1%[53 µM]	7.8%	-12.7%	-2.6%[53 µM]	u	-6.8%	-17.8%[10 µM]
COc1ccc(OC)c(CNn2c(-c3ccccc3F)nc3ccccc3c2=O)c1	x	0.5%	-1.2%	-21.7%	4.8%	-13.9%	0.7%	-34.9%[inhibitor]
Cn1c(N)c(C(=O)COC(=O)CC(NC(=O)c2ccccc2Cl)c2ccccc2)c(=O)n(C)c1=O (centres undefined)	7.6%	-3.1%	-2.9%	-4.0%	5.2%	-4.9%	-14.0%	27.5%[10 µM]
CCC(Cc1ccccc1)NC(=O)c1oc(=O)c2ccccc2c1-c1ccccc1 (centres undefined)	x	-0.2%	2.3%	1.6%	8.1%	-3.7%	x	x
Cc1ccc(C)c(Cn2c(CN(C)Cc3ccccc3)nc3c2c(=O)n(C)c(=O)n3C)c1	-1.9%	-8.7%	6.4%	-6.5%	1.9%	-13.4%	-13.3%	-21.5%
Cc1nn(-c2ccc(F)cc2)c(-n2cccc2)c1C(=O)N1CCCCC1C (centres undefined)	x	-0.7%	4.2%	2.0%	-4.7%	5.8%	x	x
CCOC(=O)c1cc(-c2cccnc2)nn1-c1ccccc1	2.1%	2.0%	-2.3%	-3.1%	0.5%	-1.2%	i	-10.9%
COCCCn1cnc2oc3nc4ccccc4nc3c2c1=O	4.7%	-4.2%	10.4%	9.2%	-1.8%	3.5%	-4.1%	-15.2%
C/C(CC(=O)NC(C)c1ccccc1)=N\NC(N)=S (centres undefined)	x	-3.0%	6.9%	u	-3.8%	x	-4.1%	8.8%[10 µM]
CC(C)CN(CCCNC(=O)c1cc(=O)[nH]c2ccc(S(=O)(=O)N3CCCCCC3)cc12)CC(C)C	x	-1.7%	0.1%	-11.5%	0.4%	-8.7%	x	x
O=C(Nc1nc(SCc2ccc(F)cc2)ns1)c1ccco1	-16.7%	-1.1%	u	-26.8%	-6.2%	-7.7%	-12.2%	-24.5%[0.074 µM]
Cn1ncc2c(NNC(=O)Cc3ccccc3)ncnc21	1.4%	-4.9%	5.0%	12.1%	2.3%	1.0%	-2.2%	10.0%[10 µM]
CCc1ccc(OCC(O)CN2CCN(c3ccccc3)CC2)cc1 (centres undefined)	-2.2%	1.2%	7.0%	-8.7%	-11.3%	u	-13.7%	-4.1%
Cc1c(C(=O)N2CCCCCC2)oc2ccccc12	x	-0.5%	6.0%	6.2%	1.1%	-0.5%	u	-13.2%
O=C(N=C1N=C2C=CC=CN2Cc2ccccc21)c1ccc(S(=O)(=O)N2CCOCC2)cc1	3.5%	-3.9%	3.7%	-1.7%	-3.6%	-7.0%	-3.8%	-10.4%[10 µM]
COc1cc2c(cc1NC(=O)COc1ccc(Br)c(C)c1)oc1ccccc12	x	-2.2%	-8.8%	-12.5%	0.8%	u	x	x
CCOc1ccc(C2c3c(oc4cc(C)c(C)cc4c3=O)C(=O)N2CCCN(C)C)cc1OC (centres undefined)	0.2%	-1.9%	-7.3%	-4.2%	3.2%	-20.6%	1.1%	-11.5%
CCCn1c(SCC(=O)c2c[nH]c3ccccc23)nnc1-c1ccncc1	-6.6%	-7.5%	u	-24.4%	-2.8%	-15.7%	-3.9%	-0.7%[1.9 µM]
O=C(N/N=C1/C[C@@H](O)[C@@H](O)[C@@H]2[C@@H]3C(=O)N(c4cccc(Oc5ccccc5)c4)C(=O)[C@H]3CC[C@H]12)OCc1ccccc1	x	-1.7%[11.2 µM]	u	-26.2%[11.6 µM]	1.9%[11.2 µM]	-17.1%[11.5 µM]	i[11.5 µM]	-17.5%[10 µM]
Cc1cccc(CNc2cc(-c3ccccc3C)ncn2)c1	x	-5.8%	4.0%	-9.1%	-2.6%	-12.4%	-5.0%	-22.4%
CCN(CC)S(=O)(=O)c1cccc(C(=O)N[C@H](C(=O)NCc2ccccc2F)C(C)C)c1	x	0.2%	5.4%	-12.4%	8.0%	-9.3%	12.8%	3.2%
C(=C\c1ccccn1)/c1cccnc1	x	-3.0%	0.4%	-2.4%	-1.4%	-2.6%	12.2%	8.4%[10 µM]
Cc1ccc(CN(CC(=O)N/N=C/c2ccccc2[N+](=O)[O-])S(=O)(=O)c2ccc(C)cc2)cc1	x	-0.9%	u	u	-8.2%	-10.6%	4.9%	-2.9%
O=c1[nH]c2ccccc2n2c(-c3ccccc3)nnc12	x	1.2%	14.1µM*	u	-1.6%	10µM*	i	-31.8%
C=CCNc1nc(N)c(C(=O)c2ccc3c(c2)OCO3)s1	-8.4%	-1.6%	2.2%	-20.5%	3.7%	-10.3%	13.5%	6.8%[0.074 µM]
CCc1n[nH]c2c1/C(=N\O)CC(c1ccccc1)C2 (centres undefined)	0.3%	1.2%	2.2%	3.4%	4.3%	1.2%	-11.3%	-27.3%
COc1ccccc1C(=O)C1CCCN(Cc2cn[nH]c2C2CCCCC2)C1 (centres undefined)	-0.6%	-1.0%	-2.6%	5.3%	-1.6%	-2.7%	i	0.8%[10 µM]
Cc1ccc(NC(=O)COS(=O)c2ccc(C)cc2)cc1 (centres undefined)	x	0.1%	11.1%	2.2%	-1.0%	2.5%	u	-17.9%
COc1cc(/C=C/c2nc3ccccc3s2)cc(OC)c1O	12.7%	-13.1%	5.2%	u	5.7%	u	-18.8%	x
Cc1c(Cl)cccc1NC(=O)c1ncoc1-c1ccco1	x	0.0%	-0.2%	2.9%	-4.2%	-5.8%	x	x
Cc1cccc(C)c1OCC(O)CNC(C)C (centres undefined)	x	4.5%	-10.4%	-5.6%	1.6%	3.4%	8.4%	-6.4%[10 µM]
Cn1c(=O)c2c(nc(NCCc3ccccc3)n2Cc2ccc(Cl)cc2)n(C)c1=O	x	-3.5%	u	u	-3.9%	2.6%	x	x
COc1ccc(-n2c(SCC(=O)O)nnc2-c2ccc(NC(=O)c3ccccc3)cc2)cc1	x	-2.7%	-2.1%	-5.8%	2.7%	x	-0.5%	6.4%[10 µM]
O=C(Nc1cccc([N+](=O)[O-])c1)Nc1cccc([N+](=O)[O-])c1	-5.1%	-5.1%	-14.1%	u	7.2%	u	-6.9%	x
Cc1ccc(/C=C/S(=O)(=O)NCC(=O)OCC(=O)N2CC(=O)Nc3ccccc32)cc1	-1.1%	3.6%	-0.8%	-11.6%	2.1%	-8.4%	i	16.4%[10 µM]
CCN(c1ccc(NC(=O)CSc2nnc3nc(C)cc(C)n23)cc1)C(C)C	x	0.6%	10.1%	-15.8%	-10.9%	-17.4%	-2.7%	-50.9%[inhibitor]

# An excerpt from above in order of heavy-atom count, low to high.
compound	L3MBTL1 inh	TexasRed fluor	Tau FP inhib	Tau fluor cs	TRb SRC2 PPI	Tau ThT inhib	RECQ1 inh	HTT ATP protect
Cc1cccc(C)c1OCC(O)CNC(C)C (centres undefined)	x	4.5%	-10.4%	-5.6%	1.6%	3.4%	8.4%	-6.4%[10 µM]
O=C(Nc1cccc([N+](=O)[O-])c1)Nc1cccc([N+](=O)[O-])c1	-5.1%	-5.1%	-14.1%	u	7.2%	u	-6.9%	x
CCCn1c(SCC(=O)c2c[nH]c3ccccc23)nnc1-c1ccncc1	-6.6%	-7.5%	u	-24.4%	-2.8%	-15.7%	-3.9%	-0.7%[1.9 µM]

# Compound activity: PubChem BioAssay, National Center for Advancing Translational Sciences (NCATS)

# Not all compounds are listed (hit frequency here may not be typical).
